# High-throughput results as filed in PubChem BioAssay.
# Mcl-1 Bim block: disrupts Bim peptide binding to human Mcl-1; 190,000 compounds, 0.1% hits; inhibition, % at 10 µM; AID 1009; Q07820; Bead-based flow cytometry, Bim peptide-Mcl-1 binding;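 note: 0% = no compound tracer wells and 100% = peptide blocker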
# Bcl-W Bim block: disrupts Bim peptide binding to human Bcl-W. inhibition, % at 10 µM. bead-based flow cytometry. Q92843. 190,000 compounds, 0.02% hits. AID 952;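 note: 0% = bound tracer without compound and 100% = peptide blocker; higher means less fluorescent Bim peptide bound to Bcl-W beads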
# Target sequence (Q92843 whole entry, looked up): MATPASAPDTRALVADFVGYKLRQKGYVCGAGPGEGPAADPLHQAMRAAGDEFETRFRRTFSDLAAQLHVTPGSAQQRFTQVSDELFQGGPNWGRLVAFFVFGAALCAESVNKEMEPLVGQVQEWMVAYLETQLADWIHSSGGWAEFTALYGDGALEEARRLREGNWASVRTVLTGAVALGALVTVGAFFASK
# RGS4-Gao reg: modulates binding of RGS4 to human Galphao. P09471. Multiplexed bead flow cytometry; actives lie on both sides. binding response (% of control), % at 10 µM. 220,000 compounds, 0.33% hits; in the data active = binding response below about 49% or above about 150%; inactive = in between;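 note: fluorescent Galphao activated with aluminum fluoride binding bead-coupled RGS4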
# Target sequence (P09471 whole entry, looked up): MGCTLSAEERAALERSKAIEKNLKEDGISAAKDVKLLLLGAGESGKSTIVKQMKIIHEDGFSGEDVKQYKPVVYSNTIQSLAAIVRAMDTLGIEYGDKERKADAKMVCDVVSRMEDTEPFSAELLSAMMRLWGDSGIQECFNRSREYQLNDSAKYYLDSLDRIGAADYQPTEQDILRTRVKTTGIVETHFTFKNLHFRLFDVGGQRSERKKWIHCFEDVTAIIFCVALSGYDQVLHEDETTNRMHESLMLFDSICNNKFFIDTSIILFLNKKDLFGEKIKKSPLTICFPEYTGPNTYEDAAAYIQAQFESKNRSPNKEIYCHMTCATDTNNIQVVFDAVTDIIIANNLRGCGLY
# ABCB1 inh: inhibitors of human ABCB1 transporter, ABCG2 counter-screen; inhibition, % at 6.6 µM; CCRF-Adr cells, JC-1 efflux, flow cytometry; P08183; AID 1326; 190,000 compounds, 0.067% hits; in the data active = inhibition above about 40%;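 note: 0% = vehicle and 100% = reference inhibitor; higher value means more JC-1 retained so stronger ABCB1 efflux block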
# RGS8-Gao: regulators of human RGS8-Galphao interaction. multiplexed bead flow cytometry, RGS8-Galphao binding; actives lie on both sides. response (percent of control binding), % at 10 µM. 220,000 compounds, 0.34% hits; in the data active = response below about 60% or above about 140%; inactive = in between;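 note: Galphao activated as the GDP aluminium fluoride complex binding bead-coupled RGS8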
# ABCG2 inh: inhibitors of human ABCG2 transporter, ABCB1 counter-screen | IgMXP3 cells, JC-1 efflux, flow cytometry | inhibition, % at 6.6 µM | Q9UNQ0 | AID 1325 | 190,000 compounds, 0.1% hits;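 active = inhibition above 80%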;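 note: 0% = DMSO and 100% = nicardipine control wells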
#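 test system = two drug-resistant human cell lines, ABCG2 and ABCB1 | amount = 3 million cells/mL final, two lines in 1:1 ratio | reagent = JC-1 transporter substrate | doses = one concentration, 6.6 µM final | incubation = 10 min at 25 °C | signal = flow cytometric JC-1 green MFI at 530 nm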
# RGS7-Gao: regulators of human RGS7-Galphao interaction. P09471. Multiplexed bead flow cytometry, RGS7-Galphao binding; actives lie on both sides. binding response (% of control), % at 10 µM. 220,000 compounds, 0.35% hits; in the data active = binding response below about 49% or above about 150%; inconclusive = no clear call, values can overlap the other calls; inactive = in between;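 note: fluorescent Galphao held in activated GDP-AlF4 state binding bead-coupled RGS7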
# Bim-Bcl-XL: disrupts Bim peptide binding to human Bcl-XL; bead flow cytometry, fluorescence; inhibition, % at 10 µM; 190,000 compounds, 0.04% hits; AID 1007
# Target sequence (Q07817 whole entry, looked up): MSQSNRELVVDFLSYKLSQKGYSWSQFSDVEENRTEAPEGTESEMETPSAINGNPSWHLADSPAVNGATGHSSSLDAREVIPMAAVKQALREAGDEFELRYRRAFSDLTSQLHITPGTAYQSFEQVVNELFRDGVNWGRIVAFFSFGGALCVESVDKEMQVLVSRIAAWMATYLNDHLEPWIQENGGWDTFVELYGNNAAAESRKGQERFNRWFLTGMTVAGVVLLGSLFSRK
# Bcl-2 Bim block: human Bim-Bcl-2 interaction inhibition. 190,000 compounds, 0.06% hits. inhibition, % at 10 µM. P10415. Bead-based flow cytometry, Bim peptide-Bcl-2 binding; in the data active = inhibition above about 40%; inconclusive = no clear call, values can overlap the other calls;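 note: 0% = no compound wells with probe peptide and 100% = reference peptide inhibitor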
# Target sequence (P10415 whole entry, looked up): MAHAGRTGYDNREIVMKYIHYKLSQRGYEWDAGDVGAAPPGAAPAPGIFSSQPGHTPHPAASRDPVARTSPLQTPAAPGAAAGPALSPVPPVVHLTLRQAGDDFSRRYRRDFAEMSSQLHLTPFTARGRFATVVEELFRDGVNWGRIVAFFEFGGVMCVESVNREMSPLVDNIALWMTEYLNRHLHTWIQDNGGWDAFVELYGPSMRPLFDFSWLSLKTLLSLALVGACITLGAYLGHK
# Bcl-B Bim block: inhibitors of Bim-Bcl-B interaction, human; inhibition, % at 10 µM; Q9HD36; 190,000 compounds, 0.073% hits; AID 951; bead-based flow cytometry, Bim peptide-Bcl-B binding;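 note: 0% = tracer peptide without compound and 100% = reference inhibitor peptide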
# Bim-Bfl-1: disrupts Bim binding to human Bfl-1. Q16548. Bead-based flow cytometry, Bim-Bfl-1 binding inhibition. inhibition, % at 10 µM. 190,000 compounds, 0.12% hits. AID 1008;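 note: 0% = wells without compound plus tracer and 100% = blocker peptide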
# An asterisk follows results filed as active; ? = inconclusive. Cut-off read from the data, not from the text of the source, unless noted: active = inhibition above about 40%.
SMILES,Mcl-1 Bim block,Bcl-W Bim block,RGS4-Gao reg,ABCB1 inh,RGS8-Gao,ABCG2 inh,RGS7-Gao,Bim-Bcl-XL,Bcl-2 Bim block,Bcl-B Bim block,Bim-Bfl-1
O=C(Cc1ccc(Cl)c(Cl)c1)Nc1cccc(S(=O)(=O)N2CCOCC2)c1,-1.0,-2.0,100.1,-0.2,101.1,-0.6,97.4,-1.0,-6.0,-10.0,-10.0
Cc1ccc2cccnc2c1NC(=S)NC(=O)c1ccccc1,-6.0,-1.0,100.2,0.6,99.5,2.7,104.5,-2.0,-1.0,-5.0,4.0
N#CCSc1nc2c(sc(=S)n2Cc2ccco2)c(=O)n1-c1ccc(F)cc1,-4.0,-4.0,108.2,23.9,97.1,11.0,109.2,-5.0,-3.0,-9.0,-3.0
CC(C)C(=O)Nc1ccc2nn(-c3ccccc3)nc2c1,0.0,2.0,103.8,0.1,101.6,11.5,?,2.0,2.0,4.0,2.0
CC(c1ccccc1)C1CC(=O)N(c2ccc(C(=O)O)cc2)C1=O (stereo unspecified),-3.0,-1.0,98.0,0.7,95.5,3.3,96.3,-3.0,-1.0,-2.0,-1.0
Cc1cc(NC(=O)c2ccco2)ncc1NC(=O)Cc1ccccc1,1.0,5.0,99.3,0.6,99.4,3.1,102.4,-1.0,-3.0,-4.0,-8.0
N#Cc1c(NC(=O)CSc2ncn(-c3ccccc3)n2)sc2c1CCCC2,2.0,-3.0,101.8,-0.2,100.2,-1.3,102.1,2.0,-3.0,-3.0,0.0
CCCCOC(=O)Nc1nnc(CCOCC)s1,-3.0,-2.0,100.2,0.3,99.3,1.4,98.8,-1.0,0.0,-8.0,0.0
Cn1c(=O)c2c(nc(SCC(=O)N3c4ccccc4CCc4ccccc43)n2C)n(C)c1=O,-1.0,3.0,102.9,1.9,101.9,2.4,97.7,0.0,-5.0,-5.0,-11.0
CCn1c(=O)c(NC(=O)c2ccccc2)c2n(c1=S)CCCCC2,2.0,-2.0,105.0,0.6,102.8,1.1,104.2,-1.0,0.0,-1.0,-1.0
COc1ccc(/C(C)=N/OC/C(O)=C(\C#N)c2nc3ccccc3[nH]2)cc1,-3.0,0.0,96.2,0.2,95.4,0.4,89.9,0.0,2.0,0.0,-1.0
Cc1cc(C)n(-c2nc(C)nc(NCc3ccccc3)n2)n1,0.0,2.0,100.8,1.7,100.1,8.9,98.9,2.0,-5.0,0.0,0.0
CC1CCCN(CCCNC(=O)C2CC(=O)N(c3ccc(F)c(Cl)c3)C2)C1 (stereo unspecified),0.0,1.0,103.2,0.8,99.7,2.0,102.3,-1.0,-1.0,0.0,-2.0
CC(=O)Nc1ccc(S(=O)(=O)NC(CC(=O)NCCC2=CCCCC2)C(C)C)cc1 (stereo unspecified),-1.0,-4.0,97.3,0.5,98.3,1.7,99.6,0.0,0.0,0.0,0.0
COc1ccc(S(=O)(=O)N2CCOCC2)cc1NC(=O)Cc1c(Cl)cccc1Cl,-2.0,0.0,106.8,-0.3,106.4,-1.9,99.2,-3.0,2.0,-2.0,0.0
Cc1ccc(O)c(C(=O)CC(=O)c2cccc(F)c2)c1,-2.0,-1.0,97.5,0.1,100.0,11.7,99.3,-4.0,-6.0,-7.0,-16.0
CCc1nc(SCC(=O)N2CCCc3ccccc32)c2oc3ccccc3c2n1,-2.0,-2.0,101.0,2.2,101.8,8.8,100.0,-2.0,-1.0,-7.0,0.0
CCOC(=O)c1sc(NC(=O)CSc2nncs2)c(C(=O)OCC)c1C,0.0,0.0,117.5,2.0,103.2,5.9,103.3,-1.0,2.0,-1.0,0.0
O=C(C1CCCO1)N1CCN(Cc2c(O)ccc3ccccc23)CC1 (stereo unspecified),0.0,0.0,104.4,-0.7,100.0,-1.8,113.0,-1.0,1.0,0.0,-1.0
Cc1ccc(C2=N/C(=C\N(C)C)C(=O)O2)cc1,-4.0,3.0,98.6,0.5,97.2,1.6,96.0,-2.0,-3.0,-4.0,-14.0
CC1(C)CC(=O)C2=C(C1)c1c(ccc3ccccc13)NC2c1ccc(Br)o1 (stereo unspecified),-2.0,1.0,98.0,0.4,98.7,2.8,103.0,-3.0,-9.0,-8.0,-10.0
O=C(O)CC1Sc2ccccc2NC1=O (stereo unspecified),3.0,11.0,106.9,-0.2,101.0,0.9,111.6,0.0,2.0,-4.0,1.0
O=C1C2Sc3[nH]c(=O)sc3C(c3ccccc3)C2C(=O)N1c1ccc(Cl)cc1 (stereo unspecified),-2.0,-1.0,100.6,0.0,101.3,0.0,96.6,-8.0,-5.0,-3.0,-2.0
Cc1ccc(NC(=O)COC(=O)CCc2c[nH]c(=O)[nH]2)cc1,-3.0,-1.0,95.5,0.1,96.0,0.1,92.0,-5.0,2.0,0.0,3.0
CCC(=O)Nc1ccc(N2CCN(Cc3ccccc3)CC2)cc1,-2.0,0.0,97.1,0.2,100.0,1.2,100.9,-3.0,-1.0,-2.0,-1.0
# Going on with the list:
SMILES,Mcl-1 Bim block,Bcl-W Bim block,RGS4-Gao reg,ABCB1 inh,RGS8-Gao,ABCG2 inh,RGS7-Gao,Bim-Bcl-XL,Bcl-2 Bim block,Bcl-B Bim block,Bim-Bfl-1
Nc1ncnc(Oc2ccccc2F)c1[N+](=O)[O-],-2.0,0.0,100.5,-0.5,101.4,-0.6,?,0.0,0.0,-1.0,-4.0
CC1(C)Oc2ccc(/C=C/C(=O)N3CCOCC3)c(O)c2C(N2CCOCC2)C1O (stereo unspecified),-1.0,0.0,97.8,-0.4,102.5,3.1,97.7,-5.0,-2.0,0.0,0.0
CC(=O)Nc1ccc(C(=O)CSc2nnc(Cn3nnc4ccccc43)n2C)cc1,-7.0,0.0,113.7,-1.2,111.7,-6.5,113.4,-6.0,-12.0,-13.0,-15.0
Cn1ncc(C(N)=O)c1NC(=S)NC(=O)c1ccc(Br)o1,1.0,9.0,100.5,-0.8,98.7,0.5,?,4.0,2.0,1.0,9.0
Cc1cccn2cc(CNc3ccccc3)nc12,-1.0,1.0,104.6,-0.1,102.4,0.6,106.1,-1.0,0.0,-5.0,-6.0
CCOc1ccccc1NC(=O)COC(=O)CN(C)S(=O)(=O)c1ccc(C)cc1,1.0,0.0,104.8,0.6,105.5,6.5,110.2,-6.0,-7.0,-10.0,-13.0
CN1C(=O)CSc2ccc(NC(=O)NCCC3=CCCCC3)cc21,1.0,0.0,100.1,-0.1,99.9,1.9,99.8,-3.0,5.0,0.0,3.0
COC(=O)c1ccccc1NC(=O)c1ccccc1N(C)S(C)(=O)=O,-1.0,0.0,99.7,0.6,99.2,1.8,96.3,-4.0,-9.0,-8.0,-9.0
CCn1cc(CN(C)S(=O)(=O)c2cccc([N+](=O)[O-])c2)cn1,0.0,0.0,99.2,0.5,95.2,3.5,97.1,0.0,-4.0,0.0,-4.0
COc1cc(C)nc(N(Cc2ccccc2)S(=O)(=O)c2ccccc2)n1,-2.0,-1.0,98.8,0.3,99.5,0.6,100.8,-2.0,-7.0,-12.0,-14.0
O=C(CSc1nn(-c2ccccc2)c(=S)s1)Nn1cnnc1,-1.0,-1.0,101.3,-3.1,96.6,-1.7,99.3,-5.0,-11.0,-7.0,-10.0
Cc1nn(Cc2ccccc2)c(C)c1NC(=O)c1cc(-c2cccs2)on1,-2.0,0.0,116.3,1.5,107.2,6.0,108.3,-2.0,1.0,0.0,-1.0
CCCCn1c(Cc2ccccc2)nnc1SCC(=O)N1CCOCC1,-7.0,-8.0,103.9,1.0,103.6,11.8,104.1,-12.0,10.0,-14.0,-3.0
CCOC(=O)c1c(NS(=O)(=O)c2ccc(Br)cc2)sc2c1CCC2,-4.0,0.0,100.2,-0.3,102.9,-1.6,101.1,-9.0,2.0,-9.0,1.0
CC(=O)Nc1ccc2nc(C3CCCCC3)[nH]c2c1,0.0,-2.0,93.2,0.5,99.2,2.7,94.0,-2.0,2.0,0.0,-1.0
CCC(COC(=O)Nc1cccc(C)c1)NC(=O)OCC(C)C (stereo unspecified),-9.0,-4.0,100.8,1.2,100.7,42.5,97.0,-11.0,-14.0,-10.0,-19.0
CCOc1ccccc1N(CC)C(=O)Cn1ncc2c(=O)oc3ccccc3c21,-7.0,-6.0,100.3,0.1,98.1,0.0,100.2,-8.0,0.0,-8.0,0.0
O=C(CSc1nnc(-c2ccncc2)o1)NC1C2CC3CC(C2)CC1C3 (stereo unspecified),1.0,11.0,92.3,1.1,72.1,12.1,94.2,6.0,7.0,-5.0,27.0
CC(Oc1ccccc1F)c1ccnc2nc(/N=C/N(C)C)nn12 (stereo unspecified),-1.0,-4.0,99.4,0.0,98.1,0.1,99.4,-3.0,-6.0,-3.0,-6.0
O=S(=O)(NCc1ccccn1)c1cccc2nsnc12,-1.0,0.0,103.5,0.0,100.0,0.5,100.0,-3.0,-5.0,-11.0,-12.0
COc1ccc(/C=N/NC(=S)Nc2ccccc2)cc1COc1ccc(F)cc1,-3.0,-2.0,99.8,-0.7,105.2,-5.7,103.4,-2.0,-1.0,-6.0,0.0
CCOc1ccccc1N1CCN(C(=O)c2csc(C)c2CC)CC1,-3.0,3.0,101.1,0.8,103.6,15.8,?,4.0,1.0,1.0,6.0
CC(C)CCNC(=O)c1cccc(C(=O)NCCC(C)C)c1,-1.0,-1.0,100.4,-6.0,102.2,1.1,99.1,-4.0,-12.0,-6.0,-10.0
Cc1ccc(N2C(=O)c3cccc4c(C(=O)O)ccc(c34)C2=O)cc1,0.0,1.0,94.5,-0.9,87.0,-3.0,93.8,1.0,0.0,-1.0,3.0
N#CC1=C(SCC(=O)NCc2ccccc2)NC(=O)CC1c1ccco1 (stereo unspecified),2.0,0.0,102.1,0.3,100.6,3.4,99.3,0.0,1.0,0.0,0.0
COc1cc(C2C(C#N)=C(N)Oc3cc4c(cc32)OCO4)cc(OC)c1OC (stereo unspecified),0.0,-1.0,100.0,0.4,103.8,1.1,98.2,-2.0,-2.0,-2.0,-3.0

# Two of these compounds in a different format.
SMILES	Mcl-1 Bim block	Bcl-W Bim block	RGS4-Gao reg	ABCB1 inh	RGS8-Gao	ABCG2 inh	RGS7-Gao	Bim-Bcl-XL	Bcl-2 Bim block	Bcl-B Bim block	Bim-Bfl-1
Nc1ncnc(Oc2ccccc2F)c1[N+](=O)[O-]	-2.0	0.0	100.5	-0.5	101.4	-0.6	?	0.0	0.0	-1.0	-4.0
CCC(COC(=O)Nc1cccc(C)c1)NC(=O)OCC(C)C (stereo unspecified)	-9.0	-4.0	100.8	1.2	100.7	42.5	97.0	-11.0	-14.0	-10.0	-19.0

# Results in Bim-Bfl-1, for four of the compounds above:
SMILES,Bim-Bfl-1
Nc1ncnc(Oc2ccccc2F)c1[N+](=O)[O-],-4.0
CC1(C)Oc2ccc(/C=C/C(=O)N3CCOCC3)c(O)c2C(N2CCOCC2)C1O (stereo unspecified),0.0
CC(=O)Nc1ccc(C(=O)CSc2nnc(Cn3nnc4ccccc43)n2C)cc1,-15.0
Cn1ncc(C(N)=O)c1NC(=S)NC(=O)c1ccc(Br)o1,9.0
